# Screening data as filed in PubChem BioAssay.
# AP complement = alternative pathway complement inhibition, orthogonal assay; Human serum alternative complement pathway, LPS-coated ELISA, C3 deposition; tested in compound mixtures; AID 1235; inhibition, % at 5 µM; 62,000 tested, 0.08% active;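 active = inhibition above 30% in each of the two pooled mixtures holding the compound, so the lower value exceeds 30%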;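 also: 0% = serum in Mg-EGTA without compound and 100% = EDTA serum blank; some compounds past the cut are filed as inactive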
#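 Assay system: Human serum alternative complement pathway, C3 deposition on LPS-coated wells | Incubation: 1 h serum-compound exposure at 37 °C | Doses: 5 µM per compound in ten-compound mixtures | Read-out: Percent inhibition | Technique: ELISA with HRP anti-human C3 antibody, TMB substrate, absorbance 450 nm | Replication: Two pool placements per compound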
# 5HT1E ag = agonists of human 5-HT1E serotonin receptor; AID 574; CHO 5-HT1E Ga15 NFAT-bla reporter, FRET; 0% DMSO wells, 100% control agonist wells; P28566; 65,000 tested, 0.69% active; activation, % at 6 µM;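 active = activation above a set limit, the screen-wide mean activation plus 3 SD, cut at about 8.5% in these data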;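 also: 100% = positive control agonist at 1 µM giving full maximal response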
# Target sequence (P28566 whole entry, looked up): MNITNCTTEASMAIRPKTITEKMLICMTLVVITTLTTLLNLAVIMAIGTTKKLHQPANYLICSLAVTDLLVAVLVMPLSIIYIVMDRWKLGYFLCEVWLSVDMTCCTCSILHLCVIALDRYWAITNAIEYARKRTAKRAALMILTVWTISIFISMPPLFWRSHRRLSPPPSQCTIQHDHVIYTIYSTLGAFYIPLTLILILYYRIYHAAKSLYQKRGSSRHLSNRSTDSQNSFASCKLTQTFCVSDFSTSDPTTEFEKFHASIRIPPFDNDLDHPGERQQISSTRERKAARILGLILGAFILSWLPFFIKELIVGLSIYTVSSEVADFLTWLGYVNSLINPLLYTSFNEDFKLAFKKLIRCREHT
# S1P3 ag = agonists of human S1P3 receptor; Q99500; S1P3 NFAT-BLA reporter cells, agonism, FRET ratio; relative to 1 µM S1P, basal subtracted; activation, % at 4.5 µM; 60,000 tested, 0.1% active; AID 373;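 active = activation above the screen-wide mean plus 3 SD, cut at about 4.5% in these data, passing the limit was not always enough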; also: some compounds called inactive have numbers as strong as hits
#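 material = human S1P3 NFAT-BLA reporter CHO cells | schedule = 4 h compound at 37 °C, 2 h substrate at RT | measured by = fluorescent BLA substrate, ex 405 nm, em 460/535 nm ratio | controls = 1 µM S1P reference | replication = primary once, confirmation triplicate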
# RORA act = activators of human nuclear receptor RORA; P35398; CHO-K1 Gal4-RORA LBD luciferase reporter, luminescence; percent increase over mock-subtracted basal signal; activation, % at 10 µM; 65,000 tested, 1.5% active;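 active = activation above the mean of all tested compounds plus 3 SD, cut at about 49% in these data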;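 also: 0% = DMSO-treated RORA cells and 100% = added signal equal to DMSO minus mock-transfected cells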
# Target sequence (P35398 whole entry, looked up, the tested form may be a part): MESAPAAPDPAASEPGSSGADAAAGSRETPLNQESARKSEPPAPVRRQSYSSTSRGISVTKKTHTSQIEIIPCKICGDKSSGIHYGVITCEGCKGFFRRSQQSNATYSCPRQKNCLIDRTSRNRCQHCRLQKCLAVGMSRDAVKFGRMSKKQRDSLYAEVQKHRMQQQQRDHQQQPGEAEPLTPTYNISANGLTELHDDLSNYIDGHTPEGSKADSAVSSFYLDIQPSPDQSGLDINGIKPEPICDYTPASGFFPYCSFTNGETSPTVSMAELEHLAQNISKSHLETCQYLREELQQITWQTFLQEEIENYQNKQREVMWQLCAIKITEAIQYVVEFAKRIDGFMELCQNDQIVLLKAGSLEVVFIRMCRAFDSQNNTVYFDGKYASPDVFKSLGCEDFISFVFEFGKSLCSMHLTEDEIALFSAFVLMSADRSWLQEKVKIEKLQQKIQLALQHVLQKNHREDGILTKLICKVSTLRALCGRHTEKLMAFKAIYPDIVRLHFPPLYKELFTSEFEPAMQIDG
# tolC growth inh = growth inhibitors of E. coli BW25113 tolC mutant; OD615; growth inhibition, % at 10 µM (by protocol); 65,000 tested, 2.2% active;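 active = growth inhibition at or above a cutoff equal to the mean over every tested compound plus 3 SD, cut at about 60% in these data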;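 also: growth measured after 20 h incubation at 37 °C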
#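 Test system: tolC-deleted E. coli BW25113; medium: LB with kanamycin 50 µg/mL; compound: single-point testing at 10 µM; incubation: 20 h compound exposure of bacteria at 37 °C; signal: OD at 615 nm; evaluation: growth inhibition in percent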
# S1P1 ag pot = S1P1 (human) agonism or agonism potentiation. P21453. S1P1 CRE-bla cells, forskolin, beta-lactamase FRET, potentiator mode; S1P1 agonist co-added at EC20, 2 nM; 100% = saturating reference agonist, 0% = basal. activation, % at 9.5 µM. 56,000 tested, 0.57% active. AID 449;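 active = activation above a cutoff set at the mean activation of all tested compounds plus 3 SD, cut at about 54% in these data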;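 also: forskolin at 4 µM as EC80 and the EC20 agonist is SEW2871; 100% = SEW2871 at its EC100 plus forskolin at EC80; some compounds past the cut are filed as inactive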
# 5HT1a antag = 5-HT1a (human) receptor antagonism. P08908. inhibition, % at 10 µM. 62,000 tested, 0.68% active. CHO 5-HT1a Ga15 NFAT-bla reporter, antagonist mode;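 active = inhibition above the mean of all tested compounds plus 3 SD, cut at about 43% in these data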;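 also: receptor stimulated by 5-CT agonist at 100 nM near EC80; beta-lactamase reporter measured by ratiometric fluorescence of a cleavable substrate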
# SF-1 act = activators of human nuclear receptor SF-1. Q13285. CHO-K1 Gal4-SF-1 LBD luciferase reporter; % increase over DMSO SF-1-specific signal. activation, % at 10 µM. 65,000 tested, 1.9% active. AID 522;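 active = activation above the mean activation of all tested compounds plus 3 SD, cut at about 50% in these data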
#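 Test system: transient Gal4-SF-1 LBD reporter, CHO-K1; Amount: 4,000 CHO-K1 cells per well; Doses: 10 µM only; Timing: compound exposure 20 h at 37 °C; Signal: luciferase light emission; Read-out basis: percent activation relative to DMSO median and mock-transfected background; Control set: DMSO negative control and −SF1 background wells; Replicates: one test per compound.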
# HTR1E antagonist = blocks the human 5-HT1E serotonin receptor. P28566. CHO 5-HT1E Ga15 NFAT-bla reporter, FRET, antagonist. inhibition, % at 6 µM. 65,000 tested, 0.99% active. AID 571;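 active = inhibition above a set limit, the mean inhibition across every tested compound plus 3 SD, cut at about 29% in these data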;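 also: signal is the 460 over 535 nm emission ratio of beta-lactamase substrate; 0% = agonist plus DMSO wells and 100% = wells without agonist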
# Numbers without * were called inactive; · = not tested or not shown.
canonical_smiles	AP complement	5HT1E ag	S1P3 ag	RORA act	tolC growth inh	S1P1 ag pot	5HT1a antag	SF-1 act	HTR1E antagonist
O=S(=O)(NC(=NC1CCCC1)C(F)(F)F)c1ccccc1	1	0.5	-0.1	2	-2	-2	-1	6	-5
CCCNc1nc2c(c(=O)[nH]c(=O)n2C)n1CCc1ccccc1	20	1.0	-0.4	11	-8	-28	-11	-9	7
CCOc1ccc(NC(=O)N2CCC(n3c(=O)[nH]c4ccccc43)CC2)cc1	22	0.8	-0.3	18	15	-4	-8	3	-7
CCCNC(=O)c1cc(SC)ccc1Cl	2	0.6	-0.2	-7	-10	·	-14	11	-11
CC(=O)Nc1ccc(OCC(O)CN2CCN(Cc3ccccc3)CC2)cc1 (centres undefined)	-3	-0.8	0.1	5	-11	-31	2	-7	-10
Cn1c(C(C#N)C(=O)Cc2cccc3ccccc23)nc2ccccc21 (centres undefined)	5	-2.4	·	-22	15	·	17	-6	1
Cn1c(NC(=O)c2cccs2)cc(=O)n(C)c1=O	17	-1.0	-2.8	0	-4	-10	-5	-10	9
COc1ccc(-c2nn3c(-c4ccc(F)cc4)nnc3s2)cc1	-2	0.7	1.4	-5	18	-9	-36	4	-3
Cc1ccccc1CS(=O)(=O)Cc1ccc(C(=O)NCCCN2CCOCC2)o1	-4	0.5	0.5	-15	-14	-6	-11	11	0
CCOC(=O)CSc1nc2c(sc(=S)n2Cc2ccco2)c(=O)n1-c1ccccc1	-4	-1.8	·	-5	38	·	55*	10	9
COc1cccc(C2C3=C(CCCC3=O)Nc3nc4ccccc4n32)c1OC (centres undefined)	-9	0.5	-1.7	10	25	-55	-2	9	-12
O=C(NCCCN1CCN(c2ccccc2F)CC1)C1CCN(S(=O)(=O)c2cccs2)CC1	2	1.1	-0.4	6	-12	-2	20	17	5
O=C(NCc1ccc2c(c1)OCO2)c1cccs1	-13	1.0	0.0	-2	0	6	3	14	1
Cc1ccc(N2CCN(c3ccc(C)cc3)C2c2ccccn2)cc1	2	-0.7	-0.5	28	-14	7	4	26	5
CCOC(=O)c1c(C)n(C)c2ccc(OCC(O)Cn3nc(C)c(Br)c3C)cc12 (centres undefined)	·	0.3	-0.7	9	88*	-6	-2	5	4
O=c1[nH]c2ccccc2n1CCCSCCCn1c(=O)[nH]c2ccccc21	0	0.8	-0.9	-3	23	16	3	-1	-4
COC(=O)COC(=O)c1ccc(Oc2nc(OC)nc(N(C)C)n2)cc1	15	-0.7	-0.1	-14	-8	-31	6	10	-2
COc1ccc(-c2cc(C(=O)N3CCN(C(c4ccccc4)c4ccccc4)CC3)no2)cc1OC	6	1.9	-0.4	3	8	0	37	12	-25
COc1ccccc1N(CC(=O)Nc1ccc(F)c(F)c1)S(C)(=O)=O	-3	0.0	-0.2	-15	-2	28	1	-4	25
CCc1nc(SCC(=O)Nc2cccc(C(F)(F)F)c2)c2c(=O)n(C)c(=O)n(C)c2n1	22	0.6	-1.0	7	2	4	-1	8	-6
CN(C(=O)c1cc2sccc2n1C)C1CCCCC1	21	0.2	0.1	1	11	28	12	2	-3
COc1nc(-c2ccccc2)cc(C(F)(F)F)n1	19	-0.2	-0.8	-20	-8	6	-14	-2	-1
O=C(Nc1ccc(F)cc1)c1cc(S(=O)(=O)N2CCCCC2)cs1	13	-0.1	·	-6	11	·	-7	-6	2
O=C(C1CCCN(Cc2cccs2)C1)N1CCCCCC1 (centres undefined)	15	-0.3	-0.3	1	-12	5	13	34	-4
O=C(Nc1nnc(CC(=O)N2CCOCC2)s1)C1COc2ccccc2O1 (centres undefined)	12	0.4	·	-2	-1	·	-5	8	0

# Gathered by group, the compounds so far with a furan ring, fused or not.
canonical_smiles	AP complement	5HT1E ag	S1P3 ag	RORA act	tolC growth inh	S1P1 ag pot	5HT1a antag	SF-1 act	HTR1E antagonist
Cc1ccccc1CS(=O)(=O)Cc1ccc(C(=O)NCCCN2CCOCC2)o1	-4	0.5	0.5	-15	-14	-6	-11	11	0
CCOC(=O)CSc1nc2c(sc(=S)n2Cc2ccco2)c(=O)n1-c1ccccc1	-4	-1.8	·	-5	38	·	55*	10	9

# (more compounds)
canonical_smiles	AP complement	5HT1E ag	S1P3 ag	RORA act	tolC growth inh	S1P1 ag pot	5HT1a antag	SF-1 act	HTR1E antagonist
CC(C)N1C(=O)c2ccccc2C1C(=O)NC1CCCCCC1 (centres undefined)	0	0.3	-0.8	0	1	8	5	1	-6
O=C(Nc1ccc2c(c1)OCO2)c1ccc(Br)c(S(=O)(=O)N2CCCC2)c1	6	-0.8	-0.5	-4	15	13	-4	16	0
COCCNC(=O)c1c[nH]c2cc(OC)c(OC)cc2c1=O	13	-0.8	-0.6	-5	-7	-13	7	-2	7
CCOC(=O)N1CCN(S(=O)(=O)c2ccc(OC)c(Cl)c2Cl)CC1	9	0.4	0.6	5	3	-5	-12	0	2
CCn1c(SCc2nnc(-c3ccccc3)o2)nnc1-c1ccc(S(=O)(=O)N2CCCC2)cc1	9	-0.6	-1.0	-1	7	12	-16	-5	2
CCOC(=O)CC1=CC(=O)Nc2ccccc2N1	15	0.2	-0.3	16	·	-4	7	-24	7
Cc1ccc2c(c1)c1ncnc(N3CCN(c4ccccc4)CC3)c1n2C	-4	0.0	-1.0	17	64*	-20	6	-9	0
Cc1c(N2C(=O)C(C)SC23C(=O)Nc2ccccc23)c(=O)n(-c2ccccc2)n1C (centres undefined)	-6	-0.7	-0.7	33	-3	·	9	10	-64
CC(C)COC(=O)CCn1[nH]c(=O)c2ccccc2c1=O	13	-0.3	-0.3	3	1	-5	-16	-13	-1
COc1ccc(CC(=O)OCC(=O)NC(=O)NC2CCCCC2)cc1	10	-0.1	0.0	-1	10	-12	-6	-10	-1
CCOC(=O)/C(C#N)=C(/C)c1ccc(OC)cc1	-3	0.3	-1.0	-6	6	0	7	-3	-2
Cc1ccccc1N1C(=O)C2ON(c3ccccc3)C(c3ccncc3)C2C1=O (centres undefined)	·	-0.1	-2.4	-7	14	16	·	5	9
Cc1ccc(OCC(=O)Nc2ccc(N3CCCC3)cc2)cc1C	14	-0.5	-1.6	-3	14	-18	4	-19	-8
Clc1ccccc1OCCCCN1CCCC1	0	15*	-1.4	-4	-4	-30	17	-21	4
COCCn1c(SCC(=O)c2ccccc2)nc2c(c1=O)SC(C)C2 (centres undefined)	0	0.5	-0.2	6	7	-9	-7	-3	-1
CC(Sc1cccc2cccc(C(=O)O)c12)C(=O)O (centres undefined)	17	0.9	0.6	-16	-12	-4	-6	-18	-14
O=C1CC(c2ccccc2)n2nc(NC(=O)c3ccccn3)nc2N1 (centres undefined)	3	0.7	-0.5	7	-7	4	3	4	-2
CC(C)[C@@H]1N[C@]2(C(=O)Nc3ccccc32)[C@@H]2C(=O)N(c3cccc(C(F)(F)F)c3)C(=O)[C@@H]21	4	-0.1	-1.2	0	20	-4	8	14	-9
CCc1ccc(N2C(=O)C3ON(c4ccccc4)C(c4ccco4)C3C2=O)cc1 (centres undefined)	12	-0.9	-0.8	15	-6	5	25	24	9
CCc1c(C)c2cc(Cl)c(O)c(CN(CC)CC)c2oc1=O	11	3.0	0.1	-2	-7	·	-16	11	-9
CCSc1oc(-c2cccs2)nc1S(=O)(=O)c1ccccc1	6	0.1	-0.8	-20	50	-4	3	-10	6
Cc1ccc(Oc2nc3ccccc3n3c(C)nnc23)cc1	1	-0.4	-1.0	9	19	3	-12	-10	-8
O=C(CSc1nnc(Cn2nnc3ccccc32)o1)N(Cc1ccc(F)cc1)c1ccccc1	-9	0.4	-1.6	-71	44	68*	5	-33	17
CC(=O)NC(CCS(C)(=O)=O)C(=O)Nc1cccc(Cl)c1Cl (centres undefined)	17	1.2	-1.2	30	0	0	-12	17	-2
CC(C(=O)N(C1CC1)C1(C(=O)Nc2ccccc2)CCCC1)N1C(=O)c2ccccc2C1=O (centres undefined)	5	1.7	-1.2	21	14	36	6	7	6

# The list goes on.
canonical_smiles	AP complement	5HT1E ag	S1P3 ag	RORA act	tolC growth inh	S1P1 ag pot	5HT1a antag	SF-1 act	HTR1E antagonist
CCOc1ccccc1NC(=O)C1CCN(S(=O)(=O)c2cccc3cccnc23)CC1	28	0.5	-0.5	2	-1	-10	2	-7	20
COc1cccc(CN(Cc2cccnc2)S(=O)(=O)c2ccc(-n3cnnn3)c(C)c2)c1OC	-9	-0.3	-1.0	-16	16	-1	3	2	-10
Cc1nn(-c2cc(N3CCCCC3)ccc2N)c(=O)c2ccccc12	·	0.2	-0.4	-11	-12	-9	7	-1	8
Cc1nc2oc3c(NCC4CCCO4)ncnc3c2c2c1COC(C)(C)C2 (centres undefined)	2	0.4	-1.5	-6	-5	-21	-5	2	-8
COc1cc(S(=O)(=O)N(Cc2ccc(C)cc2)C2CCCCC2)ccc1-n1cnnn1	18	-0.2	-2.1	1	27	12	31	-21	17
O=C(CSc1n[nH]c(C2CCCC2)n1)NC1CCCC1	1	-0.3	-0.2	-8	-5	12	4	11	-3
CC(C)CCNC(=O)c1cnn2c(C(F)(F)F)cc(-c3ccco3)nc12	1	1.2	·	8	9	·	17	-10	26
CC(=O)N1CCc2cc(S(=O)(=O)NCCC(=O)NC3CCN(Cc4ccccc4)CC3)ccc21	6	0.3	-0.8	-11	-23	-3	3	-3	-2
C/C(=N\O)c1ccc2c3c([nH]c2c1)CCCC3	13	0.4	-1.1	54*	24	-13	2	64*	-3
Cc1ccc(S(=O)(=O)NCCCC(=O)C=[N+]=[N-])cc1	-4	-1.3	-0.9	22	-10	-19	8	-12	-3
COc1ccc(NC(=O)C2c3cc(OC)c(OC)cc3C(=O)N(C)C2c2cccnc2)cc1OC (centres undefined)	7	0.7	·	-6	-10	·	0	1	-12
CC(=O)Nc1ccc(S(=O)(=O)N2CCSC2c2ccccc2)cc1 (centres undefined)	5	-0.2	1.6	9	-5	10	-9	-1	15
CSc1nnc([C@H](C)NC(=O)OC(C)(C)C)o1	-4	0.3	-1.5	-5	5	23	-2	6	0
CN(C)c1nc(N2CCCCC2)nc(N2CCCCC2)n1	21	0.0	-0.3	3	3	2	-1	1	0
CCCn1c(NC(=O)C2CCN(S(=O)(=O)c3cccs3)CC2)nc2ccccc21	-2	1.4	-0.6	8	42	5	-15	-20	8
Cc1cc(-c2nn3c(C)nnc3s2)ccc1NC(=O)C(C)(C)C	9	0.9	-0.7	5	-13	-17	-3	13	1
